STEP inh: STEP phosphatase inhibitors, primary screen, biochemical, fluorescence intensity, uHTS; recombinant STEP, OMFP fluorogenic substrate; inhibition, % at 20 µM; 360,000 compounds, 0.25% hits;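 active = inhibition at 20 µM, scaled per plate between control wells, above about 37%, limit read from the data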;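 also: 0% = DMSO with enzyme and substrate and 100% = substrate only without enzyme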
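System: STEP phosphatase, cell-free reaction; Buffer or medium: Bis-Tris pH 6.0 buffer with DTT, detergent; Incubation: 20 min at room temperature, dark; Measured by: fluorescence, 480/540 nm.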
CSN deneddyl inh: inhibitors of CSN-mediated cullin deneddylation, primary screen, biochemical, fluorescence polarization, uHTS; COP9 signalosome complex subunit 5 (Homo sapiens), Q92905; Purified CSN, SCF-Nedd8-OG deneddylation; inhibition, % at 12.5 µM; 360,000 compounds, 0.38% hits;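 active = pattern-corrected inhibition above about 35%, with an unprinted fluorescence ratio check between 0.5 and 1.5, limit read from the data, passing the limit was not always enough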;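 also: 0% = enzyme with substrate and 100% = substrate without enzyme; some results filed as inactive read as strong as hits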
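Assay system: purified human Csn5 enzyme expressed in HEK293T cells; measure: % inhibition; also added: SCFSkp2-Nedd8OG substrate at 10 nM final; technique: fluorescence polarization; times: reaction 90 min, room temperature; medium: Tris buffer pH 7.5, NaCl, DTT, Tween-20, trehalose, ovalbumin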
NadD inh: inhibitors of S. aureus NadD, primary screen, biochemical, colorimetric, uHTS. inhibition, % at 20 µM. 360,000 compounds, 0.78% hits. purified NadD enzyme, colorimetric absorbance read-out. Nicotinate-nucleotide adenylyltransferase NadD (Staphylococcus aureus N315); in the data active = inhibition above about 26%; also: some compounds past the cut are filed as inactive
Rpn11 inh: Rpn11 (PSMD14) deubiquitinase inhibitors, primary screen, biochemical, fluorescence polarization, uHTS; calls only at 20 µM; 26S proteasome non-ATPase regulatory subunit 14 (Homo sapiens), O00487; AID 588493, 2011; 360,000 compounds, 0.59% hits; human 26S proteasome, Ub4-pepOG fluorescence polarization; 20S core pre-blocked with epoxomicin;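 active = inhibition at 20 µM, scaled to each plate's controls, above about 33%, limit read from the data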
SUMO1 PPI mod: modulators of SUMO1 protein-protein interactions, primary screen, biochemical, uHTS. SUMO1 binding to a labelled peptide, TR-FRET, 1 h. inhibition, % at 20 µM. 360,000 compounds, 0.33% hits. AID 602429, 2012; in the data active = inhibition above about 37%
Target sequence (P63165 whole entry, looked up): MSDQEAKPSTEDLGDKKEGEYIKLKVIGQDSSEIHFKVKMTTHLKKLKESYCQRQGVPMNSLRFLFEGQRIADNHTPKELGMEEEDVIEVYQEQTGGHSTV
TbMetRS inhib: T. brucei MetRS inhibitors, primary screen, biochemical, luminescence; AID 624268, 2012; methionyl-tRNA synthetase (Trypanosoma brucei brucei); purified T. brucei MetRS, ATP depletion, Kinase-Glo luminescence; inhibition, % at 11.9 µM; 360,000 compounds, 0.4% hits;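 active = inhibition above a per-plate cutoff of the control wells' mean inhibition plus 3 SD, cut at about 5.5% in these data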;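 also: 0% = DMSO wells median and 100% = median of wells with control inhibitor compound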
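technique = Kinase-Glo luminescence, ATP depletion format | system = purified MetRS (methionyl-tRNA synthetase) enzyme from Trypanosoma brucei | timing = 15 min preincubation, 2 h reaction, all 25 °C | evaluation = percent inhibition versus plate control medians | dosing = single dose, 11.9 µM final nominal, 0.9% final DMSO | also added = substrates ATP, L-methionine and bulk Escherichia coli tRNA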
PABP1 MLLE inh: inhibitors of PABP1 MLLE–PAM2 peptide binding, primary screen, biochemical, fluorescence polarization, FITC-PAM2, GST-MLLE; Polyadenylate-binding protein 1 (Homo sapiens), P11940; inhibition, % at 20 µM; 360,000 compounds, 0.36% hits; in the data active = inhibition above about 35%, passing the limit was not always enough;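 also: plate controls were DMSO wells with GST-MLLE for no effect and wells lacking GST-MLLE protein for full effect; some results filed as inactive read as strong as hits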
Target sequence (P11940 whole entry, looked up): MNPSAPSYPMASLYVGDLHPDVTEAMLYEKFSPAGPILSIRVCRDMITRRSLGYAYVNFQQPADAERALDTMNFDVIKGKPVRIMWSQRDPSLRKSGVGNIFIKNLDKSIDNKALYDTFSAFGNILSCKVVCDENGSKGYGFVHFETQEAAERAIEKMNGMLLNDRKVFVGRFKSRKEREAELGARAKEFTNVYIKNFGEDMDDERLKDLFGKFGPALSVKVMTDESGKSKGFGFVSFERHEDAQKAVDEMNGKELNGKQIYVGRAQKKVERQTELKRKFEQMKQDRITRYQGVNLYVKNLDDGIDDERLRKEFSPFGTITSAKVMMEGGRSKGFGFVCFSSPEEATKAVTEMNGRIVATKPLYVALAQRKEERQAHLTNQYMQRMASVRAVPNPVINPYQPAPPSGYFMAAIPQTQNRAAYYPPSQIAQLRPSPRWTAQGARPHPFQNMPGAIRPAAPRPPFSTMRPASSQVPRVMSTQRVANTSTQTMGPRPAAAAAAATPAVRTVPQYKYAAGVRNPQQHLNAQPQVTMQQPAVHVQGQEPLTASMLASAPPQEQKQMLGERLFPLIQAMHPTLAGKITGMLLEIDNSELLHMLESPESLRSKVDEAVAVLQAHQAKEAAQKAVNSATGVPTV
DNMT1 inh: human DNMT1 methyltransferase inhibitors, primary screen, biochemical, molecular beacon, fluorescence, HinP1I cleavage, uHTS; DNA (cytosine-5)-methyltransferase 1 (Homo sapiens), P26358; inhibition (reported as % activation of signal), % at 10 µM; 360,000 compounds, 0.83% hits; AID 588458, 2011; in the data active = inhibition above about 50%
LMPTP inh: LMPTP phosphatase inhibitors, primary screen, biochemical, fluorescence intensity, uHTS; recombinant LMPTP-A, OMFP fluorogenic substrate; inhibition, % at 20 µM; AID 651560, 2012; 360,000 compounds, 0.22% hits; Low molecular weight phosphotyrosine protein phosphatase (Homo sapiens), P24666;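 active = compounds that cut the enzyme signal by at least half of the control window in the single-dose screen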;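 also: plate controls were DMSO wells with enzyme plus substrate for no effect and substrate without enzyme for full effect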
Target sequence (P24666 whole entry, looked up): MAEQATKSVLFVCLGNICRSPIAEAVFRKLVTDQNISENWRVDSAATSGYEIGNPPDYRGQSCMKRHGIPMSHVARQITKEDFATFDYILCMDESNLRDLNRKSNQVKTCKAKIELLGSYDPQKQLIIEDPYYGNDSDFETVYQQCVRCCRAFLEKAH
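Test system – LMPTP-A phosphatase enzyme · Quantity – 0.625 nM LMPTP-A final · Reagent – OMFP substrate, 400 µM final · Dosing – one test concentration per compound, 20 µM, with 3% DMSO overall · Timing – 50 min enzyme reaction at room temperature, protected from light · Detection – fluorescence intensity · Controls – substrate-only low control, DMSO enzyme-plus-substrate high control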
Scp-1 inhibitor: Scp-1 phosphatase inhibitors, primary screen, biochemical, colorimetric, uHTS; 340,000 compounds, 0.88% hits; Recombinant Scp1, phosphopeptide, malachite green phosphate absorbance; Carboxy-terminal domain RNA polymerase II polypeptide A small phosphatase 1 (Homo …; inhibition, % at 20 µM; AID 493091, 2011;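 active = inhibition above about 50% at 20 µM, limit read from the data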;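 also: plate controls were DMSO wells with enzyme for no effect and wells lacking enzyme for full effect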
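Test system: SCP-1 phosphatase catalytic domain, residues 76-261 | Compound dosing: One concentration, 20 µM, with 1.0% DMSO | Schedule: 45 min room-temperature reaction, 5 min colour, 30 min stabiliser | Detection: Absorbance at 630 nm | Read-out basis: % inhibition of SCP-1 phosphate liberation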
An asterisk follows results filed as active; i = inactive; nt = no result given. Rows are unselected; 3.6% or so of the library scored in one or more.

Second line of a record: SUMO1 PPI mod, CSN deneddyl inh, LMPTP inh, NadD inh, Rpn11 inh, DNMT1 inh, Scp-1 inhibitor, TbMetRS inhib, STEP inh, PABP1 MLLE inh
- CC(CO)(CO)NCc1ccc(-c2ccccc2)cc1
 : 2, 1, -1.8, 0, i, 0, -11, 0.1, 0, 0
- Cc1cccc2sc(NC(=O)CN3C(=O)NC4(CCCC4)C3=O)nc12
 : -1, 4, -0.3, 0, i, 2, -5, 0.4, -5, -1
- Cc1cccc(C(=O)Oc2ccccc2C(=O)N2CCOCC2)c1
 : 6, 2, -1.0, -2, i, 1, -8, -1.2, -2, -15
- Cc1ccccc1S(=O)(=O)N1[C@@H](c2ccc(Cl)cc2)C(C(=O)O)=CC[C@H]1c1ccc(Cl)cc1
 : 14, 6, 0.8, 11, i, 6, -2, 0.2, 0, -5
- O=C(CNC(=S)N(CCCN1CCOCC1)Cc1cccs1)N1CCOCC1
 : 5, -2, -2.8, 4, i, 6, 1, -0.7, 0, -40
- O=Cc1cc(-c2ccccc2)[nH]c1-c1ccccc1
 : -2, 1, 18, 3, i, 7, -6, -0.3, -3, -18
- CC1(C)CC(=O)C(C=NCCCN2CCCC2=O)=C(O)C1
 : 1, -7, -0.6, -2, i, 11, -5, -0.8, 1, 11
- CCOc1ccc(C(C)=O)cc1CN1C(=O)c2ccccc2S1(=O)=O
 : 5, -1, -0.2, -5, i, 0, -5, 0.8, -1, 5
- COc1ccc(NC(=O)CCC2COc3ccccc3O2)c(OC)c1 (centres undefined)
 : 1, 3, 1.0, -1, i, -8, -6, -1.4, 0, -17
- COc1cccc(NC(=O)CSc2nc3ccccc3c(=O)n2CCCC(=O)NCCCN2CCOCC2)c1
 : -2, 1, -0.2, -11, i, 2, 2, -0.3, -2, -4
- COC(=O)c1ccc(NC(=O)CCCN2C(=O)NC(C)(C)C2=O)cc1
 : 0, 0, -0.5, -1, i, 1, -1, -0.7, -1, 2
- CCCNC(=O)[C@H](C)NC(=O)c1ccc(Br)cc1
 : -2, -1, 1.3, 0, i, 3, 32, -0.3, 0, 11
- Cc1cccc(C(=O)NCC(=O)OCC(=O)N(C)CC(=O)Nc2ccc(F)cc2)c1
 : 0, -4, -1.0, 4, i, 1, 5, -0.4, -1, -15
- CC(=O)Oc1c(C(C)C)cc(N(C(C)=O)c2ccccc2)cc1C(C)C
 : 1, 1, -1.6, 2, i, 0, -5, 0.2, -3, -1
- Cc1cccc(NC(=O)C2CCN(S(=O)(=O)c3cccc4nsnc34)CC2)n1
 : -20, -5, 0.7, 10, i, 4, 9, -0.6, 0, -1
- O=C(CN1CCN(CC(=O)Nc2ccccc2Cl)CC1)Nc1ccc2c(c1)OCCO2
 : 4, -3, -1.2, -3, i, -3, 1, 0.6, 0, 5
- CCN(C(=O)COC(=O)CNS(=O)(=O)c1ccc(SC)c([N+](=O)[O-])c1)C1CCCCC1
 : -35, 1, 1.3, -6, i, 8, -3, -0.7, 0, -16
- COc1cc(C(=O)OCC(C)=O)ccc1OCc1c(C)noc1C
 : 0, 7, -1.9, -3, i, 0, -3, -0.7, -2, -10
- O=C1CCNCCN1[C@H](CO)Cc1ccccc1
 : -2, -2, -1.3, -1, i, 0, -6, 0.3, 0, 3
- Cc1ccc(-n2ncc3c(=O)n(-c4ccc(C)c(C)c4)c(-c4ccco4)nc32)cc1
 : -4, 11, 3.7, 17, i, -9, -17, -0.1, -1, -11

Full records, quoted from the list.
CC(=O)Oc1c(C(C)C)cc(N(C(C)=O)c2ccccc2)cc1C(C)C is listed with SUMO1 PPI mod: 1; CSN deneddyl inh: 1; LMPTP inh: -1.6; NadD inh: 2; Rpn11 inh: i; DNMT1 inh: 0; Scp-1 inhibitor: -5; TbMetRS inhib: 0.2; STEP inh: -3; PABP1 MLLE inh: -1
Cc1cccc(C(=O)NCC(=O)OCC(=O)N(C)CC(=O)Nc2ccc(F)cc2)c1 is listed with SUMO1 PPI mod: 0; CSN deneddyl inh: -4; LMPTP inh: -1.0; NadD inh: 4; Rpn11 inh: i; DNMT1 inh: 1; Scp-1 inhibitor: 5; TbMetRS inhib: -0.4; STEP inh: -1; PABP1 MLLE inh: -15

(cont.)
Second line of a record: SUMO1 PPI mod, CSN deneddyl inh, LMPTP inh, NadD inh, Rpn11 inh, DNMT1 inh, Scp-1 inhibitor, TbMetRS inhib, STEP inh, PABP1 MLLE inh
- CCOC(=O)c1ccc(COC(=O)CNC(=O)CNC(=O)Cc2ccccc2)cc1
 : 4, -1, 2.3, 0, i, -1, -7, -0.3, 1, -6
- Cc1ccc(C)c(OCc2cc(C(=O)N(C)Cc3ccccn3)no2)c1
 : 6, -3, 1.0, -5, i, -5, -5, -0.4, 2, -3
- CN(C)S(=O)(=O)c1cccc(NC(=O)CN2C(=O)NC3(CCc4ccccc4C3)C2=O)c1 (centres undefined)
 : -1, 5, -0.1, -4, i, -1, -7, 0.6, -3, -22
- CC(=O)c1ccc(OCCOc2ccc(Cl)c3cccnc23)cc1
 : -5, -4, 1.8, 8, i, 1, 1, -0.5, 0, 3
- CCc1nc2sc(C(C)=O)c(N)c2c2c1CCCC2
 : -29, -1, 1.0, 3, i, -2, 5, -0.2, -1, 16
- CCC1(CC)SCCNC1=O
 : -5, -4, -0.6, 4, i, -3, -5, 0.3, -1, 19
- Cc1cc(C)cc(NC(=O)c2cc(C)n(Cc3cccs3)c2C)c1
 : 2, 5, -1.0, -2, i, 0, 4, 0.1, 4, -4
- O=C(NCC1CC1)c1ccc2nc([C@@H]3O[C@H](CO)[C@H](O)[C@H](O)[C@H]3O)[nH]c2c1
 : 0, 3, -1.2, -3, i, 3, nt, -0.3, 1, 11
- Cc1ccc(-n2c(C)cc(-c3csc(N)n3)c2C)cc1
 : -3, 5, 3.8, 30*, i, -20, 6, -0.7, 2, -4
- Brc1ccc2ncnc(NCc3ccccc3)c2c1
 : -1, 2, -1.4, 1, i, -5, -3, -0.3, 5, 1
- Cc1ccc(S(=O)(=O)N(CC(=O)Nc2cccnc2)c2ccc(Br)cc2)cc1
 : 1, -4, 2.0, 2, i, 0, 1, 0.0, -1, -1
- CC(=O)Cc1nsc(NC(=O)c2ccc(-c3cc(Cl)ccc3Cl)o2)n1
 : -11, 3, -0.3, 6, i, 3, -10, -0.8, 0, 2
- O=S(=O)(c1ccccc1)N1c2cc(Cl)ccc2Oc2nc3ccccc3nc21
 : 5, -5, 2.7, 17, i, -27, -12, 0.2, -3, 14
- O=C(c1ccc2nc(Cc3cccc(Cl)c3)oc2c1)N1CCOCC1
 : -5, 0, -0.5, 5, i, -2, -4, -0.3, 0, 7
- COc1ccccc1Cc1c(-c2ccc(C#N)cc2)nc2ccc(Br)cn12
 : -5, 4, 2.9, 0, i, -8, nt, -0.8, -4, -34
- Cc1cc(C)c(NC(=O)CN2C(=O)NC3(CCCCC3)C2=O)c(C)c1
 : 0, 0, -1.8, 0, i, 0, 0, 0.4, 2, -7
- O=C(COc1ccc(Cl)cc1Cl)Nc1nc2n(n1)C(c1ccccc1)CC(=O)N2 (centres undefined)
 : 2, 10, -0.4, 4, i, -3, 1, 0.3, -2, -4
- O=C(NNC(=O)c1cccs1)c1ccc(Br)o1
 : 2, -6, -1.7, -7, i, 5, -8, 0.1, -1, -15
- COC(=O)c1cn(NC(=O)C2CCC(C)CC2)c(=O)c2ccccc12 (centres undefined)
 : 5, -4, -1.9, -3, i, 1, -5, -1.1, -2, -11
- CC(C)C(=O)Nc1ccc(C(=O)NNC(=S)NC(=O)c2cccs2)cc1
 : 3, -6, -1.6, 3, i, 4, -7, -1.2, 2, 22
- Cc1ccc(CN2CC(C(=O)Nc3nnc(SCc4c(Cl)cccc4Cl)s3)CC2=O)cc1 (centres undefined)
 : 2, -2, 3.1, -2, i, 14, 5, -0.6, 1, -11
- CC(C)COP(=O)(c1ccc(N(C)C)cc1)C(O)c1ccc(N(C)C)cc1 (centres undefined)
 : 2, 5, -3.8, -6, i, -1, -7, -1.0, 2, 6
- CCCNC(=O)C(Cc1ccccc1C)NC(=O)c1ccc(C#N)cc1 (centres undefined)
 : -4, -5, -1.5, -3, i, 0, -3, -0.3, 1, 5
- CCOc1ccc(CCNC(=O)c2cc(-c3ccccc3)c(N3CCOCC3)s2)cc1
 : -17, -2, 7.6, 1, i, -4, -9, 0.2, 5, 20
- COc1ccc(C2N3CC4(C)CN2CC(C)(C3)C4O)cc1OC (centres undefined)
 : 0, 3, 0.7, 2, i, 1, -9, 0.4, -7, -2
- CSCCC(NC(=O)COc1ccccc1)C(=O)N1CC(C)CC(C)C1 (centres undefined)
 : -2, -4, -1.4, -1, i, 1, -4, 0.0, -2, 4
- CC(=O)c1c(C)n([O-])c2cc(C)ccc2[n+]1=O
 : -15, -2, -2.0, -8, i, 4, -2, -0.4, 5, -10
- Cc1cccc(C)c1NC(=O)CNC(=O)c1ccc(N2CCCC2=O)cc1
 : 5, 5, -1.2, -1, i, 2, -8, -0.3, -1, -6

Compound activity: PubChem BioAssay, several laboratories
